NFkB transloc inh = blocks IL-1B driven NFkB nuclear translocation in HUVEC cells. HUVEC IL-1B NFkB p65 nuclear translocation imaging. inhibition, % at 2 µM. hit rate 0.43% among 94,000;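 active = inhibition above about 30% together with a positive call from visual inspection of the well image, limit read from the data; inconclusive = inhibition above a set limit but visual check negative; inactive = inhibition not above a set limit, visual check negative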;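 also: nuclear over cytoplasmic p65 intensity ratio measured by imaging; 0% = IL-1B stimulated DMSO wells and 100% = unstimulated DMSO wells; values of inactives mirror those of a sister screen read the other way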
MRP resist rev = compounds reversing MRP-mediated drug resistance; hit rate 0.04% among 85,000; H69AR cells + 2 uM doxorubicin, CellTiter-Glo, 72 h; differential viability (reversal), % at 10 µM;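 active = viability drop by adding the cancer drug above about 55%, with treated viability meeting a 40% cutoff, limit read from the data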;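 also: viability without doxorubicin minus viability with 2 µM doxorubicin for each compound; larger differential means the compound sensitizes cells more to doxorubicin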
PLAP inhibition = inhibition of human placental alkaline phosphatase – biochemical, luminescence, HTS (AID 690) | hit rate 0.08% among 96,000 | purified PLAP, luminescent substrate; higher % means a stronger effect | one-dose inhibition, % at 20 µM; IC50 in µM for titrated hits; in the data active = a potency from the dose series; inactive = the rest, 99 in 100 with inhibition below about 30%; also: strong numbers were not always called active
Bcl-B TR3 displacers = displacers of TR3 peptide from Bcl-B, primary screen, selectivity assay for Bfl-1 inhibitor project, biochemical, fluorescence polarization | FP displacement of FITC-TR3 peptide from Bcl-B; higher % means a stronger effect | one-dose displacement, % at 20 µM; IC50 in µM for titrated hits | hit rate 0.11% among 96,000;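 active = displacement above 50% at 20 µM plus a fluorescence interference ratio under 1.5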;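 also: plate controls were wells without compound for no effect and wells lacking Bcl-B protein for full effect; a part of the inactive calls stands beside numbers as strong as those of hits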
NFkB transloc pot = enhances IL-1B driven NFkB nuclear translocation; hit rate 0.3% among 94,000; HUVEC IL-1B NFkB p65 nuclear translocation imaging; activation, % at 2 µM;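 active = activation above 40%, about the mean plus 3 SD, also judged a hit on visual image review; inconclusive = activation above 40% but not a hit on visual review; inactive = activation not above 40% and no visual hit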;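 also: percent activation is computed from the nuclear over cytoplasmic p65 intensity ratio; values of inactives mirror those of a sister screen read the other way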
MRP resist rev cytotoxicity = second read-out of MRP resist rev, no call of its own (marks repeat the call); viability, %; H69AR cells, CellTiter-Glo, 72 h; measured here: cytotoxicity without doxorubicin
MRP resist rev with doxorubicin = recorded beside MRP resist rev, whose call it bears; viability, %; measured here: viability with 2 uM doxorubicin; active compounds read low
NFkB transloc inh cell count 2 µM = further read-out of NFkB transloc inh, marked with its call; cell count; measured here: cells passing quality filter;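 raw number of nuclei counted in each imaged well without normalization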
NFkB transloc pot cell count 2 µM = also measured in NFkB transloc pot; calls as there; cell count; measured here: cells passing quality filter
The depositor's hits bear a star; ? = inconclusive; nt = no result given.

Preview, two compounds:
cpd	Structure	NFkB transloc inh	NFkB transloc inh cell count 2 µM	MRP resist rev	MRP resist rev cytotoxicity	MRP resist rev with doxorubicin
1	CC1=C(C(=O)OCC2CCCO2)C(c2cccc(O)c2)NC(=O)N1 (stereo unspecified)	-12	105	3	92	90
2	O=C(COc1c(Br)cc(Br)c2cccnc12)N1CCc2ccccc2C1	0	181	-17	53	70

cpd	PLAP inhibition	Bcl-B TR3 displacers	NFkB transloc pot	NFkB transloc pot cell count 2 µM
1	2%	1%	12	105
2	1%	-1%	0	181

The list itself, repeating the preview:
cpd	Structure	NFkB transloc inh	NFkB transloc inh cell count 2 µM	MRP resist rev	MRP resist rev cytotoxicity	MRP resist rev with doxorubicin
1	CC1=C(C(=O)OCC2CCCO2)C(c2cccc(O)c2)NC(=O)N1 (stereo unspecified)	-12	105	3	92	90
2	O=C(COc1c(Br)cc(Br)c2cccnc12)N1CCc2ccccc2C1	0	181	-17	53	70
3	Cc1cc(N2CCN(S(=O)(=O)c3ccccc3)CC2)c2ccccc2n1	4	92	-3	90	93
4	Cc1cc(C(=O)NCCN2CCN(c3cccc(Cl)c3)CC2)n(-c2ccccc2)n1	nt	nt	-33	29	62
5	COc1ccc(-c2nnc(SCc3cc(C)ccc3C)n2N)cc1	-15	92	6	95	90
6	COc1ccc(CCNC(=O)COC(=O)c2cnc(C)cn2)cc1OC	-3	109	-5	97	102
7	COc1ccc(C(=O)N2CCN(c3ccccn3)CC2)cc1	-16	167	23	102	79
8	COc1cc(OC)nc(NC(=O)CSc2nnc(-c3ccccc3)n2C2CCCCC2)n1	-8	111	-6	86	92
9	c1cncc(Nc2nc(-c3cccs3)cs2)c1	21	64	-13	60	73
10	COc1ccc(NC(=O)C2CCCN2S(=O)(=O)c2ccc3c(c2)CCC(=O)N3)c(OC)c1 (stereo unspecified)	-16	214	2	89	88

cpd	PLAP inhibition	Bcl-B TR3 displacers	NFkB transloc pot	NFkB transloc pot cell count 2 µM
1	2%	1%	12	105
2	1%	-1%	0	181
3	-54%	0%	-3	92
4	-56%	0%	nt	nt
5	14%	3%	15	92
6	2%	-4%	3	109
7	1%	-12%	16	167
8	nt	nt	7	111
9	1%	-5%	-21	64
10	-51%	-19%	16	214

Following part.
cpd	Structure	NFkB transloc inh	NFkB transloc inh cell count 2 µM	MRP resist rev	MRP resist rev cytotoxicity	MRP resist rev with doxorubicin
11	O=C(Nc1ccccc1)N1CCn2c1nc1ccccc12	0	131	-12	66	79
12	CCc1ccccc1NC(=O)c1ccoc1C	4	104	3	89	86
13	CCOc1cc(C2C3=C(CCCC3=O)NC3=C2C(=O)CCC3)cc(Cl)c1O	nt	nt	7	104	97
14	COc1ccc(C2C(C(=O)NCC3CCCO3)c3cc(OC)c(OC)cc3C(=O)N2C)cc1OC (stereo unspecified)	nt	nt	14	105	91
15	COc1ccc(C(CC(=O)N2CCOCC2)C(C)C)cc1 (stereo unspecified)	-13	142	-3	99	102
16	Cc1ccc(C2C(C(=O)c3cc4ccccc4o3)=C(O)C(=O)N2CCN2CCOCC2)o1 (stereo unspecified)	-13	84	8	101	93
17	CC(=O)c1cccc(NC(=O)C2CCN(S(=O)(=O)c3c(C)n[nH]c3C)CC2)c1	0	151	1	80	79
18	COc1ccccc1S(=O)(=O)Cc1ccc(C(=O)NCc2cccnc2)o1	6	70	7	94	87
19	O=C(NCCCN1CCOCC1)c1coc2ccccc2c1=O	-8	210	-12	93	106
20	CC1=C(C(=O)OC(C)C)C(/C=C/c2ccccc2)NC(=O)N1 (stereo unspecified)	nt	nt	12	97	85

cpd	PLAP inhibition	Bcl-B TR3 displacers	NFkB transloc pot	NFkB transloc pot cell count 2 µM
11	5%	-9%	0	131
12	-19%	3%	-4	104
13	-4%	6%	nt	nt
14	-45%	7%	nt	nt
15	nt	-18%	13	142
16	-50%	8%	13	84
17	-60%	-7%	0	151
18	13%	1%	-6	70
19	2%	11%	8	210
20	4%	-1%	nt	nt

Ordered by molar mass (descending): part of the list above.
cpd	Structure	NFkB transloc inh	NFkB transloc inh cell count 2 µM	MRP resist rev	MRP resist rev cytotoxicity	MRP resist rev with doxorubicin
14	COc1ccc(C2C(C(=O)NCC3CCCO3)c3cc(OC)c(OC)cc3C(=O)N2C)cc1OC (stereo unspecified)	nt	nt	14	105	91
16	Cc1ccc(C2C(C(=O)c3cc4ccccc4o3)=C(O)C(=O)N2CCN2CCOCC2)o1 (stereo unspecified)	-13	84	8	101	93
13	CCOc1cc(C2C3=C(CCCC3=O)NC3=C2C(=O)CCC3)cc(Cl)c1O	nt	nt	7	104	97
19	O=C(NCCCN1CCOCC1)c1coc2ccccc2c1=O	-8	210	-12	93	106

cpd	PLAP inhibition	Bcl-B TR3 displacers	NFkB transloc pot	NFkB transloc pot cell count 2 µM
14	-45%	7%	nt	nt
16	-50%	8%	13	84
13	-4%	6%	nt	nt
19	2%	11%	8	210

Next part
cpd	Structure	NFkB transloc inh	NFkB transloc inh cell count 2 µM	MRP resist rev	MRP resist rev cytotoxicity	MRP resist rev with doxorubicin
21	CCc1cc2c(=O)nc3n(c2s1)Cc1ccccc1/C3=C(/O)c1ccccc1Cl	-7	184	9	75	66
22	COc1ccc(C(=O)Nc2cccc(-c3nc4ncccc4o3)c2C)cc1	8	174	22	98	76
23	CC1(C)C(c2cccs2)=NC(c2ccccc2)N1O (stereo unspecified)	-3	187	14	97	83
24	CC(=O)OC(C(=O)NCc1ccc(F)cc1)c1ccccn1 (stereo unspecified)	16	151	11	110	99
25	Cc1nnc(SCC(=O)N/N=C/c2cn(-c3ccccc3)nc2-c2ccc(F)cc2)n1-c1ccccc1	16	99	nt	nt	nt
26	CCNC(=O)CC1C(=O)N(C)C(=S)N1NC(=O)c1ccc(Cl)cc1 (stereo unspecified)	8	134	5	92	88
27	O=C(Cn1c(NCCCO)nc2ccccc21)c1cccs1	8	164	-8	76	84
28	COC(=O)c1ccccc1CCC(C)=O	14	119	-37	24	61
29	Cc1nc(SCC(=O)Nn2c(-c3ccccc3)nc3ccccc3c2=O)n[nH]1	-20	136	13	100	87
30	COc1ccccc1NC(=O)CSC1=NC(=O)C(NC(C)=O)C(=O)N1 (stereo unspecified)	15	197	nt	nt	nt

cpd	PLAP inhibition	Bcl-B TR3 displacers	NFkB transloc pot	NFkB transloc pot cell count 2 µM
21	-56%	-29%	7	184
22	9%	0%	-8	174
23	12%	-9%	3	187
24	-12%	13%	-16	151
25	10%	19%	-16	99
26	3%	-9%	-8	134
27	nt	nt	-8	164
28	0%	-20%	-14	119
29	-77%	-5%	20	136
30	-15%	-1%	-15	197

(more compounds)
cpd	Structure	NFkB transloc inh	NFkB transloc inh cell count 2 µM	MRP resist rev	MRP resist rev cytotoxicity	MRP resist rev with doxorubicin
31	CCC(C(=O)NC1CCCC1)N(C(=O)Cn1nnc(-c2ccc(OC)c(OC)c2)n1)C1CCCCC1 (stereo unspecified)	-20	79	-7	75	82
32	CC1Cn2c(nnc2C23CC4CC(CC(C4)C2)C3)S1 (stereo unspecified)	1	142	0	80	80
33	CCNc1nc(NC(C)C)nc(N(C#N)C(C)C(=O)N(C)C)n1 (stereo unspecified)	5	113	nt	nt	nt
34	CCOc1ccc(C(=O)Nc2cccc(C)n2)cc1	nt	nt	11	88	77
35	COc1cccc(-c2nc(=S)c3c(n2CCCO)CCCC3)c1	-3	162	2	84	82
36	Cc1onc(-c2ccccc2Cl)c1C(=O)N(Cc1nc(-c2ccccc2)no1)C1CCCCC1	-14	168	17	82	65
37	CCCCC(=O)Nc1ccc(NC(=O)CC)cc1OC	-2	159	5	102	97
38	COCCNC(=O)COC(=O)c1nsc(Cl)c1Cl	-8	123	nt	nt	nt
39	Cn1c(NCc2cccc(Br)c2)nc2ccccc21	-9	162	-9	74	83
40	COCCCn1c(Cc2csc(Nc3cccc(Cl)c3)n2)nnc1SCC(=O)OC	-44	174	7	92	85

cpd	PLAP inhibition	Bcl-B TR3 displacers	NFkB transloc pot	NFkB transloc pot cell count 2 µM
31	-90%	1%	20	79
32	-11%	-7%	-1	142
33	nt	nt	-5	113
34	9%	-3%	nt	nt
35	23%	3%	3	162
36	-52%	4%	14	168
37	-15%	2%	2	159
38	17%	-2%	8	123
39	19%	-2%	9	162
40	-96%	6%	?	nt

The results go on:
cpd	Structure	NFkB transloc inh	NFkB transloc inh cell count 2 µM	MRP resist rev	MRP resist rev cytotoxicity	MRP resist rev with doxorubicin
41	CN1CCN(c2ccccc2NC(=O)COc2ccccc2)CC1	-14	170	-8	68	76
42	O=C(N/N=C/C=C/c1ccccc1)c1ccccc1Br	-13	173	2	92	90
43	CC1=CC(=O)OC1Cc1ccncc1 (stereo unspecified)	8	121	2	95	93
44	CCOC(=O)C1CCN(CC(O)COc2ccc(C(=O)CC)cc2)CC1 (stereo unspecified)	-11	136	6	94	88
45	Cc1ccc(NC(=O)C2CCCN2C(=O)Oc2ccccc2)cc1 (stereo unspecified)	-19	183	-9	92	101
46	O=C(NCC(c1cccnc1)N1CCOCC1)c1cccs1 (stereo unspecified)	0	122	16	104	88
47	CCn1c(C)c(C(C)=O)c(SC)nc1=S	-2	159	-17	81	98
48	COc1cccc(-n2c(SCC(=O)Nc3cc(C)on3)nc3ccccc3c2=O)c1	-35	98	8	80	72
49	COc1cc(OC)c(NC(=O)CCNC(=O)Cn2ccc3ccccc3c2=O)cc1Cl	4	180	nt	nt	nt
50	COc1ccccc1N1CCN(Cc2nc3ccsc3c(=O)[nH]2)CC1	-2	166	nt	nt	nt

cpd	PLAP inhibition	Bcl-B TR3 displacers	NFkB transloc pot	NFkB transloc pot cell count 2 µM
41	0%	6%	14	170
42	-25%	-8%	13	173
43	-18%	4%	-8	121
44	-23%	0%	11	136
45	10%	-7%	19	183
46	-13%	-1%	0	122
47	7%	1%	2	159
48	-4%	8%	35	98
49	-28%	1%	-4	180
50	-4%	-11%	2	166

Additional records.
cpd	Structure	NFkB transloc inh	NFkB transloc inh cell count 2 µM	MRP resist rev	MRP resist rev cytotoxicity	MRP resist rev with doxorubicin
51	C[N+](C)(C)CCCC(=O)c1ccc2c(c1)OCO2	-8	161	4	97	93
52	O=C(OC(C(=O)NC1CCCC1)c1ccncc1)C1=Cc2ccccc2OC1 (stereo unspecified)	-11	175	6	82	76
53	CCC(C)(C)NC(=O)C(c1cccn1C)N(C(=O)Cn1nnc2ccccc21)c1ccc(OC)cc1 (stereo unspecified)	0	91	-19	53	72
54	CCCN1Cc2cccc(C(=O)N3CCN(c4ccc(F)cc4)CC3)c2C1=O	-3	151	-7	94	101
55	Cc1cc(F)ccc1NCc1ccncc1	nt	nt	12	89	77
56	CC(C)C(NS(=O)(=O)c1cccc2nsnc12)C(=O)NCc1ccc2c(c1)OCO2 (stereo unspecified)	-35	181	11	96	85

cpd	PLAP inhibition	Bcl-B TR3 displacers	NFkB transloc pot	NFkB transloc pot cell count 2 µM
51	2%	3%	8	161
52	-5%	-8%	11	175
53	5%	-10%	0	91
54	-22%	10%	-6	67
55	11%	2%	nt	nt
56	11%	-1%	35	181

This is a subset; rates above refer to the full screens.
